Screening results (PubChem)
G9a inh: inhibitors of human histone lysine methyltransferase G9a | Q96KQ7 | G9a H3K9 monomethylation, AlphaScreen, 2 h | Potency, µM (series often up to 102 µM), for the others: at the highest dose activity, negative = inhibition, hits mostly inhibitors | actives 8.8% (n = 350,000) | AID 504332; note: % is set by controls: 0 for no effect and ±100 for the full control effect; nearly all actives have a fitted effect of over 75% in size
Target sequence (Q96KQ7 913-1193 limits assumed): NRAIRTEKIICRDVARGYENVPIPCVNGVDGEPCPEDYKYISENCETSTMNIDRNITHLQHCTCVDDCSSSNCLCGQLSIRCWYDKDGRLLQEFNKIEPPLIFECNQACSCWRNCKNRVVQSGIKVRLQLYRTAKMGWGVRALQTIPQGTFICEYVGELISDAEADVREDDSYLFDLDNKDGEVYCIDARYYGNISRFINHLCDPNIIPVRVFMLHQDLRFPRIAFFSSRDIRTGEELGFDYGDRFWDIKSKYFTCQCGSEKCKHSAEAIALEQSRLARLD
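Step 1: enzyme (final 20 nM) with compound, 15 min RT. Step 2: substrate peptide 500 nM and SAM 20 uM, 2 h RT. Step 3: anti-H3K9me1 antibody and AlphaScreen beads, 10 min, then plate read.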
POLB inh: blocks human DNA polymerase beta activity. actives 1.3% (n = 340,000). Pol beta primer extension/strand displacement, fluorescence kinetic. AID 485314. Potency, µM (series often up to 114 µM), without a hit: at the top dose activity change, negative = inhibition, usual class: inhibitors. P06746; note: % is set by controls: 0 for no effect and ±100 for the full control effect
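Values derive from four-parameter Hill fits of normalized kinetic data: reads at 0 and 10 min following addition of 50 nM substrate to 10 nM Pol beta preincubated 15 min with compound.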
APEX1 inh: APE1 (human) endonuclease inhibition; P27695; recombinant APE1, TAMRA/BHQ-2 abasic DNA cleavage fluorescence; Potency, µM (series often up to 65.8 µM), for the others: at the highest dose activity change, negative = inhibition, most hits filed as inhibitors; actives 0.35% (n = 350,000); AID 2517;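 note: plate controls were vehicle for no effect and reference inhibitor for full effect; nearly all actives have a fitted effect of over 55% in size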
Target sequence (P27695 whole entry, looked up): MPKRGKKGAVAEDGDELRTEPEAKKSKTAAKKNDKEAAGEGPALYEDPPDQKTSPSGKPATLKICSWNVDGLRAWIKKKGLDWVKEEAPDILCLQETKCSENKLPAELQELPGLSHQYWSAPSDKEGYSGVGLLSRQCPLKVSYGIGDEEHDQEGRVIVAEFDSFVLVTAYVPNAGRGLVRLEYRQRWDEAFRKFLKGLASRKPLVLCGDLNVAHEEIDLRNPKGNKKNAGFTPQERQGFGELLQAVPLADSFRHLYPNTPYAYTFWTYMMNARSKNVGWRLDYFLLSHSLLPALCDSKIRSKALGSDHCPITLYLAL
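Readout is kinetic fluorescence (ex 525, em 598 nm) from cleavage of 50 nM TAMRA/BHQ-2 THF abasic duplex by 0.75 nM APE1, compound added 15 min beforehand at RT.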
BAZ2B inh: BAZ2B (human) inhibition; Q9UIF8; AlphaScreen BAZ2B-H3K14Ac peptide displacement; Potency, µM (highest dose often 114 µM), inactives show at the highest dose activity change, negative = inhibition, most hits filed as inhibitors; actives 4.4% (n = 360,000); AID 504333; note: % is set by controls: 0 for no effect and ±100 for the full control effect; nearly all actives have a fitted effect of over 60% in size
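In this displacement format the biotinylated H3(5-23) peptide acetylated at Lys14 serves as ligand at 50 nM, with BAZ2B at 50 nM in PBS pH 7.4 containing 0.01% Tween-20. Donor and acceptor beads are 10 ug/mL final.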
JMJD2A Tudor: inhibitors of human JMJD2A Tudor domain | O75164 | AlphaScreen JMJD2A-Tudor / H3K4me3 peptide binding | Potency, µM (series often up to 114 µM), without a hit: top-dose activity change, negative = inhibition, hits mostly inhibitors | actives 4.4% (n = 390,000); note: % is set by controls: 0 for no effect and ±100 for the full control effect; nearly all actives have a fitted effect of over 50% in size
BLM inh: Bloom syndrome helicase (human) inhibition. P54132. recombinant BLM DNA unwinding, fluorescence dequenching. Potency, µM (highest dose often 56.1 µM), inactives show at the highest dose activity change, negative = inhibition, usual class: inhibitors. actives 0.2% (n = 350,000);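 note: plate controls were vehicle for no effect and no enzyme for full effect; nearly all actives have a fitted effect of over 35% in size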
POLK inh: DNA polymerase kappa (human) inhibition; Q9UBT6; actives 0.53% (n = 400,000); Potency, µM (highest dose often 107 µM), for inactives: top-dose activity, negative = inhibition, usual class: inhibitors; purified Pol kappa, fluorescent DNA synthesis assay, 10 min; note: % is set by controls: 0 for no effect and ±100 for the full control effect
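10 nM Pol kappa was preincubated with compounds for 15 min at room temperature. Reaction started with 50 nM (final) substrate. Fluorescence read kinetically at 0 and 10 min.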
Pol eta inh: DNA polymerase eta (human) inhibition | AID 588591 | Q9Y253 | Potency, µM (doses to about 114 µM), for inactives: at the highest dose activity change, negative = inhibition, usual class: inhibitors | recombinant Pol eta, fluorescent DNA replication assay | actives 1.2% (n = 390,000); note: % is set by controls: 0 for no effect and ±100 for the full control effect
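Pol eta at 10 nM preincubated with compounds 15 min at room temperature; reaction started with fluorescent substrate (50 nM final) and read kinetically at 0 and 10 min.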
POLI inh: blocks human DNA polymerase iota activity | actives 1% (n = 390,000) | Pol iota fluorescent replication assay, 10 min | Q9UNA4 | Potency, µM (highest dose often 115 µM), inactives show at the top dose activity, negative = inhibition, actives largely listed as inhibitors
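Pol iota at 10 nM preincubated 15 min with compounds at room temperature; reaction started with fluorescent substrate, 50 nM final. Fluorescence read kinetically at 0 and 10 min; buffer-only wells as negative control.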
* = called active by the depositor; ? = inconclusive; / = not tested or not shown; [ ] = dose if it differs, or a comment. Calls come from the whole dose curve; as a rule, active = well fitted curve in the direction sought with a large enough effect; inconclusive = small, poorly fitted or top-dose-only effect, or another doubt; inactive = no such curve, though single readings can be large; an effect the other way counts as inactive or inconclusive. Potency is the fitted concentration of half-maximal effect. Some of the compounds tested. The share of hits here may be higher or lower than overall.

SMILES | G9a inh | POLB inh | APEX1 inh | BAZ2B inh | JMJD2A Tudor | BLM inh | POLK inh | Pol eta inh | POLI inh
COc1ccc(C(=O)Nc2nnc(SCc3cc(=O)c4cc(C)cc(C)c4[nH]3)s2)cc1 | -24.6%[59 µM] | 0.1% | / | -2.0% | -14.6% | 20µM* | -2.5%[60.1 µM] | -4.7% | ?
CCCCN1C(=O)C(O)(c2c[nH]c3ccccc23)c2cc(Br)ccc21 (stereo not given) | -40.7%[59 µM] | 17.3% | / | ? | -32.1% | -11.0% | -11.0% | -23.7% | -8.1%
Cc1ccc(NC(=O)COC(=O)c2cccc(OC(F)F)c2)cc1S(=O)(=O)N1CCCCC1 | 5.4%[59 µM] | / | -8.2% | 11.6% | -13.1% | / | -4.3% | -13.7% | -2.3%
CCNC(=O)CN(Cc1ccccc1)S(=O)(=O)c1ccccc1 | -4.2%[12.7 µM] | 37.7% | -4.5% | 0.2% | 2.8% | -2.5% | -6.1% | -1.9% | -8.5%
NC(=O)c1ccc(-n2nnnc2Oc2ccccc2C(=O)N2CCOCC2)cc1 | -36.8%[12.7 µM] | -1.4% | 20.4% | 12.9% | 3.8% | -0.5% | -4.5% | -7.7% | 14.3%
COc1ccc(C(=O)N2CCC3(CC2)CN(C(=O)Nc2ccccc2)C3)cc1 | 9.7%[12.7 µM] | / | 14.6% | / | / | 4.8% | -1.3%[60.1 µM] | / | /
CCn1c(CNC(=O)Cc2ccc(OC)cc2)nnc1SCC(=O)Nc1ccc(C(=O)O)cc1 | -31.7% | 0.4% | 0.7% | -17.4% | -9.0% | -1.0% | -12.4% | 0.8% | -6.4%
CCOc1ccc(S(=O)(=O)N2CCCC(C(=O)NC3CC3)C2)cc1Cl (stereo not given) | -37.9% | / | -0.6% | 6.1% | -9.0% | / | -10.6% | -9.3% | -1.0%
NC(=O)C1Cc2ccccc2CN1C(=O)c1cc(C2CC2)nn1-c1ccccc1 (stereo not given) | / | / | 6.9% | / | -9.1% | / | -1.7% | -18.8% | 14.2%
COc1ccc(CCNCC(=O)Nc2ccc(C)c(Br)c2)cc1OC | 39.8µM* | 14.0% | 37.0% | ? | 50.1µM* | 4.2% | -0.5% | -14.4% | -6.1%
Cc1ccc(CSc2nnc(-c3ccccn3)n2C)cc1 | -1.7%[59 µM] | 6.8% | -3.9% | ? | -33.1% | 1.2% | -2.7% | -16.8% | 22.0%
CN(CC(=O)Nc1ccc(Cl)c(C(F)(F)F)c1)C(=O)c1cc(=O)c2ccccc2o1 | 22.9%[12.7 µM] | / | -7.0% | 8.4% | -14.5% | / | -16.5% | 1.9% | -17.8%
O=C(CCNC(=O)c1ccccc1Cl)Nc1nccs1 | ? | 5.0% | -5.1% | 11.4% | 11.3% | -4.1% | 1.1% | -19.5% | 102.4%[activator]
COc1ccc2[nH]cc(CCNc3ncncc3-c3ccc4c(c3)OCO4)c2c1 | 5.9%[0.501 µM] | / | -3.3% | / | / | 0.8% | -1.7%[60.1 µM] | / | /
O=C(NCC(=O)N1CCN(Cc2ccc3c(c2)OCO3)CC1)c1ccccc1F | / | / | 29.8% | / | -14.5% | / | -4.3% | -12.6% | 34.2%[activator]
CC1CC(C)CN(C(=O)c2ccc(CSc3nc4ccncc4[nH]3)cc2)C1 (stereo not given) | -14.0% | 12.8% | 0.3% | 0.0% | -14.5% | 1.3% | 0.1% | -22.2% | 35.1%[activator]
Cc1cc(C)c(C(=O)COC(=O)C2CCN(c3ccc(C(F)(F)F)cn3)CC2)c(C)c1 | 19.4%[59 µM] | / | 27.3% | 20.9% | 39.4%[activator] | / | -13.9% | -10.4% | 13.6%
O=C(NC1=NCCS1)C1COc2ccccc2O1 (stereo not given) | 80.9%[activator][59 µM] | 22.0% | -2.0% | ? | 4.8% | -0.3% | -10.5% | -14.9% | 73.5%[activator]
CC(NC(=O)NC(=O)c1ccc(Cl)cc1)c1ccccc1 (stereo not given) | 0.8% | 1.3% | 0.9% | 0.7% | 0.4% | -4.6% | -10.1% | 5.6% | -4.5%
COc1cc(CN2CCN(C(=O)c3ccc(-c4ccccc4)cc3)CC2)cc(OC)c1OC | / | ? | 28.9% | 15.2% | 7.94µM* | -3.1% | 4.9% | -22.5% | 12.3%
COc1ccc(NC(=O)CSc2nnc(NC(=O)c3ccccc3C(=O)O)s2)cc1 | ? | 3.1% | 3.6% | -3.2% | 50.1µM* | -3.2% | -5.7% | -6.1% | 31.9%[activator]
COC(=O)c1cc(OCC(=O)NC2CCCc3ccccc32)cc(C(=O)OC)c1 (stereo not given) | 7.4% | 10.4% | 23.8% | -31.6% | -13.4% | -4.6% | -15.9% | 4.5% | 39.6%[activator]
COc1cccc(C2C(C(=O)c3sc(C)nc3C)=C(O)C(=O)N2CCN2CCOCC2)c1OC (stereo not given) | ? | -27.7% | -1.3% | ? | -12.9% | 0.3% | -9.0% | -12.5% | -0.7%
NC(N)=NC1=NC(=O)C(Cc2ccccc2Cl)S1 (stereo not given) | -4.1% | 17.8% | 1.7% | 3.1% | -28.8% | -6.2% | -7.0% | -3.7% | 108.4%[activator]
CCN(CCCNC(=O)c1cc(Nc2ccccc2OC)nc2ccccc12)c1cccc(C)c1 | -4.6%[59 µM] | -12.2% | / | / | -23.3% | -6.7% | -2.6% | -13.1% | ?
CC(=O)NCCC(=O)Nc1nc(-c2ccc3c(c2)OCCO3)cs1 | / | 4.2% | 2.2% | -1.7% | -9.0% | 3.4% | -4.4% | -12.3% | 24.2%
O=C(OCc1ccccc1)c1ccc(Br)o1 | 11.1%[12.7 µM] | -6.3% | 4.9% | 45.8%[activator] | 89.1%[activator] | -1.4% | -7.0% | 1.0% | -1.2%
O=C(CN1C(=O)c2cccnc2Oc2ccc(Cl)cc21)N1CCOCC1 | -2.9% | 1.1% | 30.6%[activator] | -16.3% | -8.4% | 1.0% | -7.4% | -9.4% | 17.9%
O=c1oc2ccccc2c(O)c1C=NCc1ccccn1 | 45.8%[59 µM] | -3.4% | 6.6% | ? | -12.0% | 2.0% | -7.0% | -16.6% | ?
O=C(Oc1ccccc1/C=C\C(=O)c1cc2ccccc2o1)c1ccccc1 | ? | 19.3% | 15.8% | -36.9% | -31.9% | -9.5% | -1.6% | -15.8% | -13.3%

A second format for 7 compounds above.
Values run as follows: G9a inh, POLB inh, APEX1 inh, BAZ2B inh, JMJD2A Tudor, BLM inh, POLK inh, Pol eta inh, POLI inh
CC1CC(C)CN(C(=O)c2ccc(CSc3nc4ccncc4[nH]3)cc2)C1 (stereo not given)
    -14.0%, 12.8%, 0.3%, 0.0%, -14.5%, 1.3%, 0.1%, -22.2%, 35.1%[activator]
Cc1cc(C)c(C(=O)COC(=O)C2CCN(c3ccc(C(F)(F)F)cn3)CC2)c(C)c1
    19.4%[59 µM], /, 27.3%, 20.9%, 39.4%[activator], /, -13.9%, -10.4%, 13.6%
O=C(NC1=NCCS1)C1COc2ccccc2O1 (stereo not given)
    80.9%[activator][59 µM], 22.0%, -2.0%, ?, 4.8%, -0.3%, -10.5%, -14.9%, 73.5%[activator]
CC(NC(=O)NC(=O)c1ccc(Cl)cc1)c1ccccc1 (stereo not given)
    0.8%, 1.3%, 0.9%, 0.7%, 0.4%, -4.6%, -10.1%, 5.6%, -4.5%
COc1cc(CN2CCN(C(=O)c3ccc(-c4ccccc4)cc3)CC2)cc(OC)c1OC
    /, ?, 28.9%, 15.2%, 7.94µM*, -3.1%, 4.9%, -22.5%, 12.3%
COc1ccc(NC(=O)CSc2nnc(NC(=O)c3ccccc3C(=O)O)s2)cc1
    ?, 3.1%, 3.6%, -3.2%, 50.1µM*, -3.2%, -5.7%, -6.1%, 31.9%[activator]
COC(=O)c1cc(OCC(=O)NC2CCCc3ccccc32)cc(C(=O)OC)c1 (stereo not given)
    7.4%, 10.4%, 23.8%, -31.6%, -13.4%, -4.6%, -15.9%, 4.5%, 39.6%[activator]

(continued)
SMILES | G9a inh | POLB inh | APEX1 inh | BAZ2B inh | JMJD2A Tudor | BLM inh | POLK inh | Pol eta inh | POLI inh
CCN(CC)CCCNC(=O)c1nn2c(C(F)(F)F)cc(-c3ccccc3)nc2c1Cl | 15.3% | -1.2% | -5.0% | 6.9% | -12.3% | -2.8% | 19.2% | -2.7% | 33.6%[activator]
COc1ccc(CCNC(=O)COC(=O)Cc2cc(OC)c(OC)c(OC)c2)cc1 | 13.1% | -20.4% | -3.6% | -1.7% | 1.4% | 0.4% | -5.4% | -3.3% | -51.6%
CCOc1ccc(NC(=O)COC(=O)Cc2ccc(S(=O)(=O)N3CCOCC3)s2)cc1 | 39.8µM* | -18.5% | ? | ? | -31.4% | -21.0% | -28.6% | ? | 37.1%[activator]
CCC(=O)/C=C1/Sc2ccc(OC)cc2N1CC | -0.2%[59 µM] | -10.8% | -4.4% | 6.8%[57.1 µM] | -15.7% | -0.7% | -2.5% | -0.5% | 28.1%
COc1ccc(-c2noc(CC(=O)Nc3ccc(C)c(F)c3)n2)cc1 | 2.3%[59 µM] | 19.4% | / | -10.9% | -4.0% | -3.1% | -4.5% | 1.6% | 7.0%
COc1ccc(Nc2ccc(N3C(=O)CCCC3=O)cc2[N+](=O)[O-])cc1OC | ? | 5.8% | -3.8% | ? | ? | 1.0% | -15.3% | -14.6% | 21.3%
O=C1CCC(=O)N1N1C(=O)C2C3c4ccccc4C(c4ccccc43)C2C1=O (stereo not given) | ? | -18.9% | -4.4% | -21.1% | -4.9% | 2.6% | -13.5% | 2.6% | -5.4%
CC(C)(C)c1ccc(OCCC(=O)OCC(=O)NC2CCCCC2)cc1 | 23.0% | / | -2.2% | 6.8% | 1.4% | / | -24.8% | -14.0% | 7.8%
CC(C)(C)c1ccc(Oc2nc3ccccn3c(=O)c2/C=C(\C#N)c2nc3ccccc3s2)cc1 | ? | ? | / | -0.1% | -0.7% | -5.8% | -14.9% | ? | -18.7%
CCc1ccc(C(=O)NC(=S)Nc2ccc3c(c2)OCCO3)cc1 | ? | -10.1% | -2.0% | ? | ? | -11.3% | -21.1% | -23.1% | -0.1%
Cc1cccc2nc(CSc3ccccc3C(=O)O)cn12 | -13.7% | 20.9%[57.1 µM] | -2.6% | 11.0% | 3.5% | -10.4% | -2.2% | -2.4% | 30.2%
COc1ccc(NC(=O)c2cccnc2)cc1OCC(C)C | / | 19.8% | 6.8% | -9.9% | -25.8% | 0.2% | -19.0% | -17.7% | 29.1%
